PfM18AAP inh – PfM18AAP inhibitors, malaria aminopeptidase, primary screen, biochemical, QFRET, recombinant enzyme. M18 aspartyl aminopeptidase (Plasmodium falciparum 3D7). H-Glu-NHMec fluorogenic cleavage. inhibition, % at 7.35 µM. actives 1.2% (n = 290,000);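 active = inhibition above the campaign mean inhibition over all tested compounds plus 3 SD, cut at about 28% in these data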;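 note: 0% = plate median of test compound wells and 100% = 2 mM ZnCl2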
DNA FID counter – compounds displacing fluorescent DNA intercalator, primary screen, artefact control for HCV NS3 helicase inhibitor project, biochemical, FID fluorescence; inhibition, % at 7.9 µM; DNA fluorescent intercalator displacement; actives 0.17% (n = 290,000); in the data active = inhibition above about 37%;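 note: 0% = vehicle and 100% = reference compound; higher means more ethidium bromide displaced from hairpin DNA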
VIM-2 inh – VIM-2 metallo-beta-lactamase inhibitors, primary screen, biochemical, epi-absorbance readout, Pseudomonas aeruginosa enzyme; purified VIM-2, nitrocefin hydrolysis, epi-absorbance fluorescence; inhibition, % at 5.6 µM; actives 0.89% (n = 290,000);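 active = inhibition above the mean of all tested compounds plus 3 SD, cutoff set per screening run, cut at about 7.5% in these data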;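 note: red hydrolysis product quenches plate fluorescence so inhibitors raise well fluorescence; 0% = enzyme with DMSO and 100% = DMSO without enzyme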
MEKK2wt PB1 HTS – modulators of MEK5 binding to wildtype MEKK2, primary screen, biochemical, multiplex bead flow cytometry, Alexa488-MEK5 | Mitogen-activated protein kinase kinase kinase 2 (Homo sapiens), Q9Y2U5 | Alexa488-MEK5 binding to MEKK2 WT; actives lie on both sides | binding response (% of control), % at 10 µM | actives 1.1% (n = 290,000) | AID 1531, 2009; in the data active = binding response below about 67% or above about 130%
IMP-1 inhibitor – IMP-1 metallo-beta-lactamase inhibitors, primary screen, biochemical, epi-absorbance readout, Pseudomonas aeruginosa enzyme; metallo-beta-lactamase IMP-1 (Pseudomonas aeruginosa); purified IMP-1, nitrocefin hydrolysis, epi-absorbance fluorescence; inhibition, % at 5.6 µM; actives 0.45% (n = 290,000);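 active = inhibition above the mean plus 3 SD of all compounds in the same screening run, cut at about 4.5% in these data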;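 note: 0% = IMP-1 with DMSO and 100% = DMSO wells lacking enzyme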
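assay system = purified recombinant IMP-1 metallo-beta-lactamase enzyme | schedule = 15 min preincubation plus 25 min reaction at 25 °C | signal = Epi-absorbance fluorescence, 480 nm excitation, 530 nm emission | read-out basis = percent inhibition from optical density relative to buffer-blank wells | controls = IMP-1 with DMSO as 0%, enzyme-free DMSO as 100%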
UBC9 SUMO inh – inhibitors of in vitro SUMOylation cascade, primary screen, biochemical, HTRF, uHTS; inhibition, % at 35 µM; SUMO-conjugating enzyme UBC9 (Homo sapiens), P63279; HTRF SUMOylation assay, SAE1/SAE2 + UBC9; actives 0.36% (n = 290,000); in the data active = inhibition above about 50%, passing the limit was not always enough; note: strong numbers were not always called active
Target sequence (P63279 whole entry, looked up): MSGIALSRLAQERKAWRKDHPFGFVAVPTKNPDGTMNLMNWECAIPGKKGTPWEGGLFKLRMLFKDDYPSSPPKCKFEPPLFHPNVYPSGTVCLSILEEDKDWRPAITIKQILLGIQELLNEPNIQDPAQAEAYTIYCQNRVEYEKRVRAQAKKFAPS
HCV NS3 hel inh – inhibitors of HCV NS3 helicase, primary screen, biochemical, Cy5 molecular beacon fluorescence; NS3 helicase DNA unwinding; actives 0.56% (n = 290,000); AID 1800, 2009; Hepatitis C virus NS3 helicase; inhibition, % at 10.9 µM;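 active = inhibition above the mean of all tested compounds plus 3 SD, set per campaign, cut at about 35% in these data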;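 note: 0% = DMSO wells and 100% = thioflavine S control wells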
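Assay system – hepatitis C virus NS3 helicase domain fragment enzyme · Buffer or medium – MOPS pH 6.5, MgCl2, DTT, Tween20, BSA · Reagent – Cy5/quencher beacon DNA duplex and ATP to start · Compound – single 10.9 µM dose · Timing – 1 h at 25 °C · Technique – Cy5 beacon fluorescence read at start and 1 h · Measure – % inhibition of unwinding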
NALP1 yeast inh – NALP1 inflammasome inhibitors in reconstituted yeast, colorimetric, S. cerevisiae, triplicate retest. S. cerevisiae NALP1/ASC/caspase-1 growth, X-gal OD620, 72 h. inhibition, % at 10 µM. actives 0.61% (n = 280,000); in the data active = inhibition mostly above about 24%, no sharp cut-off; inactive = mostly below about 32%; note: some compounds called inactive have numbers as strong as hits
MEKK2 mut-MEK5 – MEK5 binding signal on mutant MEKK2 PB1, primary screen, biochemical, multiplex bead flow cytometry, Alexa488-MEK5; Alexa488-MEK5 binding to MEKK2 mutant; actives 0.35% (n = 290,000); AID 1530, 2009; percent response, % at 10 µM; in the data active = percent response above about 24%, passing the limit was not always enough; note: inactives centre near 1; some results filed as inactive read as strong as hits
The depositor's hits bear a star; / = no result given.

1	CC(C)=CCc1c(O)c(CC=C(C)C)c2c(c1O)C(=O)CC(c1ccc(O)cc1)O2 (stereo not drawn)
2	C=CCN1CCN(C(c2ccccc2OC)c2nnnn2C(C)(C)C)CC1 (stereo not drawn)
3	Cn1c(SCc2ccccc2)nc(C(F)(F)F)cc1=O
4	COc1ccc(C(=O)C[n+]2ccc3c(c2)nc(-c2ccc(OC)cc2OC)n3C)cc1
5	CCC(C)C(=O)Nc1ccc([N+](=O)[O-])cc1OC (stereo not drawn)
6	CCOC(=O)c1c(-c2ccccc2)oc2ccc(OCC)cc12

assay / entry	1	2	3	4	5	6
PfM18AAP inh	13	-4	13	0	5	7
DNA FID counter	-17	7	0	27	5	-4
VIM-2 inh	-2.4	-2.4	-0.7	0.4	0.3	-2.0
MEKK2wt PB1 HTS	97	93	64	110	97	103
IMP-1 inhibitor	-1.2	0.0	-2.2	-1.6	-1.0	-1.0
UBC9 SUMO inh	2	12	18	-4	-5	4
HCV NS3 hel inh	4	0	-1	-109	0	-3
NALP1 yeast inh	-1	10	2	11	14	30
MEKK2 mut-MEK5	0	-5	-13	3	-4	0

Entries of single compounds from above. Order of values: PfM18AAP inh | DNA FID counter | VIM-2 inh | MEKK2wt PB1 HTS | IMP-1 inhibitor | UBC9 SUMO inh | HCV NS3 hel inh | NALP1 yeast inh | MEKK2 mut-MEK5
COc1ccc(C(=O)C[n+]2ccc3c(c2)nc(-c2ccc(OC)cc2OC)n3C)cc1 is listed with 0 | 27 | 0.4 | 110 | -1.6 | -4 | -109 | 11 | 3
Cn1c(SCc2ccccc2)nc(C(F)(F)F)cc1=O is listed with 13 | 0 | -0.7 | 64 | -2.2 | 18 | -1 | 2 | -13

Single entries from the results shown.
DNA FID counter result of entry 2 → 7
UBC9 SUMO inh result of entry 4 → -4
HCV NS3 hel inh result of entry 3 → -1
DNA FID counter result of entry 6 → -4

The list goes on.
7	O=C(CSc1ccc(Cl)cc1)Nc1ccccc1N1CCN(C(=O)c2ccc(Cl)cc2)CC1
8	Cc1cc(C(=O)N[C@H](c2ccccc2)[C@@]2(C)C[C@@H]2[C@@H](C)C(=O)Nc2ccc3ccccc3c2)n(C)n1
9	C/C(=N\NC(=O)c1ccccc1O)c1cccc(NC(=O)c2ccccc2)c1
10	COc1cc(C(=O)O/N=C2/C=CC(=O)C(C)=C2C)cc(OC)c1OC
11	COC(=O)c1sc(-c2cccs2)cc1N
12	COc1ccc(NC(=O)N2CCC(Cc3ccccc3)CC2)cc1

assay / entry	7	8	9	10	11	12
PfM18AAP inh	-13	4	9	-2	17	-1
DNA FID counter	1	-28	-24	2	2	-22
VIM-2 inh	1.3	-3.7	-3.2	-2.2	3.3	-4.9
MEKK2wt PB1 HTS	101	105	106	/	106	100
IMP-1 inhibitor	3.1	-3.8	-2.2	-2.5	13*	-2.0
UBC9 SUMO inh	-3	-48	13	8	14	12
HCV NS3 hel inh	-5	-21	6	2	28	-1
NALP1 yeast inh	16	21	3	3	/	-1
MEKK2 mut-MEK5	-6	4	4	/	10	0

13	COc1ccc(Cl)cc1NC(=O)c1cc(-c2ccc(C)cc2O)n[nH]1
14	O=C(Nc1ccc(Cl)cc1)Nc1ccc(Br)cn1
15	[O-]/[N+](=C/c1ccc(F)cc1)c1ccc(Cl)cc1
16	Cc1cc(Cl)c2oc(C(=O)N3CCN(c4ccncc4)CC3)c(C)c2c1
17	COC(=O)c1c(C(=O)OC)n(CCCN)c2ccc(C)cc12
18	CC(C)(C)NC(=O)C(c1ccc(O)cc1)N(Cc1ccco1)C(=O)Cn1nnc(-c2cccs2)n1 (stereo not drawn)

assay / entry	13	14	15	16	17	18
PfM18AAP inh	0	-12	-2	2	2	-23
DNA FID counter	0	-2	-2	28	17	-26
VIM-2 inh	-2.5	-0.8	-6.0	7.8*	-0.6	-1.2
MEKK2wt PB1 HTS	93	98	98	147*	103	94
IMP-1 inhibitor	-4.0	0.0	-4.0	-3.9	-2.9	-1.2
UBC9 SUMO inh	23	10	-2	-2	8	8
HCV NS3 hel inh	5	0	5	-40	-10	4
NALP1 yeast inh	9	18	11	19	7	-3
MEKK2 mut-MEK5	-5	1	-2	25*	3	-4

19	CC1Cc2cc(/C(O)=C3\C(=O)C(=O)N(CCN4CCOCC4)C3c3ccccc3F)ccc2O1 (stereo not drawn)
20	O=C(COC(=O)[C@@H]1CC(O)CN1S(=O)(=O)c1ccccc1[N+](=O)[O-])c1ccccc1 (stereo partly drawn)
21	Cc1cc(C)c2cc(CN(Cc3ccc4c(c3)OCO4)Cc3nnnn3Cc3ccco3)c(=O)[nH]c2c1
22	CCCCC(c1nnnn1CC1CCCO1)N1CCN(c2cccc(C)c2C)CC1 (stereo not drawn)
23	CC(=O)c1ccccc1OCCn1nc(C(=O)O)c2ccccc2c1=O
24	CCOC(=O)c1sc2nc(C)nc(NCc3ccccc3OC)c2c1C

assay / entry	19	20	21	22	23	24
PfM18AAP inh	5	2	14	-1	2	3
DNA FID counter	-38	-2	-3	-24	-23	-21
VIM-2 inh	-3.1	-2.6	2.7	-0.9	1.6	1.2
MEKK2wt PB1 HTS	115	97	89	109	102	103
IMP-1 inhibitor	-2.2	-0.7	0.8	-2.5	-0.8	-1.6
UBC9 SUMO inh	11	14	0	-10	-4	-11
HCV NS3 hel inh	-4	-3	12	3	5	1
NALP1 yeast inh	1	-4	17	8	5	-3
MEKK2 mut-MEK5	8	-2	-4	18	2	4

25	COc1ccc(NC(=O)[C@H](CCS(C)(=O)=O)N2Cc3ccccc3C2=O)c(OC)c1
26	COc1ccc(C(=O)c2sc(Nc3ccccc3)nc2N)cc1OC
27	CCCn1c2ccccc2c2nc3ccccc3nc21
28	O=C(COc1ccc(Br)cc1)N1CCc2ccccc2C1
29	N/C(=N\OC(=O)C(c1ccccc1)c1ccccc1)c1ccncc1
30	CC(=O)CSc1nnc(Cc2ccc3c(c2)OCO3)o1

assay / entry	25	26	27	28	29	30
PfM18AAP inh	-1	5	-4	6	-2	-8
DNA FID counter	-13	-25	-3	-20	-1	0
VIM-2 inh	-4.0	-5.0	0.3	-3.0	1.6	-1.0
MEKK2wt PB1 HTS	116	104	93	94	90	103
IMP-1 inhibitor	-4.6	-1.5	-1.1	-3.6	0.7	1.6
UBC9 SUMO inh	28	-2	11	-10	0	-13
HCV NS3 hel inh	5	-60	0	-3	0	-2
NALP1 yeast inh	-15	-2	-10	10	/	-7
MEKK2 mut-MEK5	9	9	-1	-1	-22	-1

Along the list, quoted from above:
IMP-1 inhibitor for nos. 9 to 20: -2.2, -2.5, 13*, -2.0, -4.0, 0.0, -4.0, -3.9, -2.9, -1.2, -2.2, -0.7

Remaining list, next part:
31	CCN(C(=O)COc1cc(=O)n(CC)c2ccccc12)c1cc(Cl)ccc1OC
32	Cc1ccc(C)c(NS(=O)(=O)c2ccc3c(c2)NC(=O)CCS3)c1
33	COc1ccc(COC(=O)c2nc3nc(C)cc(C)n3n2)cc1F
34	O=C(Nc1ccc(-c2nc3ccccc3s2)cc1)C1=COCCO1
35	COC(=O)C1(C)Nc2ccccc2C(=O)N1c1ccccc1OC (stereo not drawn)
36	O=C1c2ccccc2CN1C(CO)c1ccccc1 (stereo not drawn)

assay / entry	31	32	33	34	35	36
PfM18AAP inh	1	-8	1	2	-8	-1
DNA FID counter	-34	-28	-10	3	-5	-7
VIM-2 inh	-1.5	0.1	-0.3	-3.7	-2.2	-5.3
MEKK2wt PB1 HTS	99	107	101	98	97	102
IMP-1 inhibitor	-2.4	-0.6	-2.9	-2.9	-2.8	-1.1
UBC9 SUMO inh	-15	12	26	32	30	8
HCV NS3 hel inh	-1	-9	7	3	0	-6
NALP1 yeast inh	-1	8	-15	45	27	10
MEKK2 mut-MEK5	2	9	4	-2	-4	8

37	Cc1cccc(C)c1NC(=S)NN(Cc1ccccc1)c1ccccc1
38	Cc1ccc2nsnc2c1S(=O)(=O)N1CCN(Cc2ccc3c(c2)OCO3)CC1
39	COc1ccccc1Cn1nc(C(=O)O)c2ccccc2c1=O
40	COC(=O)c1ccc(COc2ccc(/C=N/Nc3cccc(C(=O)O)c3)cc2)cc1
41	CCN1CCN(c2nc3ccccc3n3cnnc23)CC1
42	COc1cc(Cl)c(C)cc1NC(=O)CNC(=O)Cn1cnc2ccccc2c1=O

assay / entry	37	38	39	40	41	42
PfM18AAP inh	-12	2	4	20	3	1
DNA FID counter	-19	-6	-19	-30	3	0
VIM-2 inh	-4.8	-2.0	1.0	-3.2	0.7	0.8
MEKK2wt PB1 HTS	109	98	105	95	101	105
IMP-1 inhibitor	-7.0	-6.6	-1.2	-4.3	-1.4	-2.8
UBC9 SUMO inh	4	-4	11	20	1	0
HCV NS3 hel inh	-7	-6	4	0	4	2
NALP1 yeast inh	1	40	22	9	/	-7
MEKK2 mut-MEK5	8	-3	1	-3	-3	5

43	CCC(C)NC(=O)CCn1ccc2cc(S(=O)(=O)N3CCCC3)ccc21 (stereo not drawn)
44	CCOC(=O)c1c(NC(=O)c2ccncc2)sc(C)c1C
45	Cc1nc2ccc([N+](=O)[O-])cc2c(=O)n1Cc1ccc(Br)cc1
46	O=C(c1ccccc1)N1CCN(c2ccc([N+](=O)[O-])c(NCC3CCCO3)c2)CC1 (stereo not drawn)
47	O=[N+]([O-])c1ccccc1S(=O)(=O)c1ccccc1[N+](=O)[O-]
48	Cc1ccc(-n2nc3c(c2NC(=O)c2ccc(Br)o2)CSC3)c(C)c1

assay / entry	43	44	45	46	47	48
PfM18AAP inh	7	1	-9	-11	-4	1
DNA FID counter	-18	-1	3	-14	-2	-12
VIM-2 inh	-5.1	-3.3	-0.6	-0.2	-2.9	-2.2
MEKK2wt PB1 HTS	101	75	101	99	105	91
IMP-1 inhibitor	-4.1	-1.4	0.2	-4.3	-2.7	-4.0
UBC9 SUMO inh	7	12	0	-7	15	18
HCV NS3 hel inh	5	-11	-9	0	-11	22
NALP1 yeast inh	-5	8	2	7	14	26
MEKK2 mut-MEK5	3	-17	2	-1	4	-5

Source: PubChem BioAssay
